# High-throughput results from PubChem BioAssay.
# TLR9-MyD88 inh: inhibitors of TLR9-MyD88 association in cells, primary screen, cell-based, CHO, BLA complementation, fluorescence. inhibition, % at 4.98 µM. Toll-like receptor 9 (Homo sapiens) + Myeloid differentiation primary response protein …. AID 504734, 2011. CCF4 FRET ratio. 340,000 tested, 0.21% active;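 active = inhibition above the mean over all tested compounds plus 3 SD, cut at about 21% in these data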;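 also: 0% = DMSO only wells and 100% = clavulanate BLA inhibitor control wells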
# HTR2A ag: mouse Htr2a agonists via beta-arrestin recruitment, primary screen, cell-based, luminescence; 5-hydroxytryptamine receptor 2A (Mus musculus), P35363; CHO-K1 mHTR2A beta-arrestin complementation; percent of 30 µM serotonin response; 360,000 tested, 0.66% active; activation, % at 7.6 µM;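 active = activation above a run cutoff, the mean activation of all tested compounds plus 3 SD, cut at about 14% in these data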;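 also: 0% = plate median of compound wells and 100% = 30 µM serotonin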
# MC4R antag cAMP: MC4R antagonists of cAMP signaling, primary screen, cell-based, TR-FRET, antagonist arm of biased-ligand search. AID 540295, 2011. Melanocortin receptor 4 (Homo sapiens), P32245. inhibition, % at 6.5 µM. 360,000 tested, 0.48% active. MC4R-expressing cells, MTII-stimulated cAMP, LANCE TR-FRET;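 active = inhibition above its plate's cutoff, the mean of tested wells on that plate plus 3 SD, cut at about 29% in these data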;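 also: 0% = Melanotan II alone and 100% = Melanotan II plus saturating MCL0020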
# Target sequence (P32245 whole entry, looked up): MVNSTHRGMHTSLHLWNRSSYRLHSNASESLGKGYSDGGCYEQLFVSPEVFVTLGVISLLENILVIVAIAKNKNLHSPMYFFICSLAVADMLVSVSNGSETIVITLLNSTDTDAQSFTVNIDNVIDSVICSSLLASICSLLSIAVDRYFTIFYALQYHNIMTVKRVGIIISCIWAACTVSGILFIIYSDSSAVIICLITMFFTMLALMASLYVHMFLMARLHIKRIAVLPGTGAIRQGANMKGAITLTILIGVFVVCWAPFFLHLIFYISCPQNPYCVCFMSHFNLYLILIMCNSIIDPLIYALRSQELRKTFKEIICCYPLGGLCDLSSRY
#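 system = U2OS cells with stable human MC4R expression | also added = Melanotan II challenge after compound preincubation | dosing = one concentration, 6.5 µM nominal | incubation = compound 30 min, challenge 1 h, detection 1 h | measured by = TR-FRET with Eu-cAMP and labeled anti-cAMP, 671 nm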
# MC4R ag barr: MC4R agonists recruiting beta-arrestin, primary screen, cell-based, luminescence, agonist arm of biased-ligand search; Melanocortin receptor 4 (Homo sapiens), P32245; U2OS MC4R beta-arrestin complementation; percent of melanotan II response, DMSO zero; activation, % at 8.9 µM; 360,000 tested, 0.98% active; AID 540308, 2011;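 active = activation above a per-plate cutoff, the mean activation of sample wells on that plate plus 3 SD, cut at about 8% in these data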
# ABCB6 inh 2: ABCB6 transporter inhibitors, primary screen, K562-ABCB6 cells, flow cytometry, MLPCN library; fluorescence ratio to DMSO, % at 10 µM; ATP-binding cassette sub-family B member 6 (Homo sapiens), Q9NP58; K562-ABCB6 porphyrin accumulation, 1 h; stronger effect = lower value; 360,000 tested, 0.19% active;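 active = fluorescence ratio to DMSO below 75%, the collection mean minus 3 SD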;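 also: signal is porphyrin accumulated inside mitochondria; 100% equals median channel fluorescence of DMSO control wells; lower ratio means ABCB6 inhibition with less porphyrin fluorescence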
# H9c2 protect: cardioprotection against H2O2-induced cell death, primary screen, uHTS, H9c2 cells, ATPLite luminescence. protection from H2O2 cell death, % at 20 µM. 360,000 tested, 0.63% active. AID 588492, 2011. H9c2 cardiomyocytes, H2O2 injury protection, 2 h;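 active = compounds giving at least 50% protection of heart cells from peroxide-induced death in the single-dose screen, raw or plate-pattern-corrected value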;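 also: 0% = DMSO wells with peroxide and 100% = DMSO wells without peroxide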
# NCOA2 inhibitor: inhibition of GAL4-SRC2 driven luciferase reporter, primary screen, SRC2 inhibitor project, cell-based, luminescence; HEK293 GAL4-SRC2 luciferase reporter; 370,000 tested, 0.17% active; inhibition, % at 9 µM; Nuclear receptor coactivator 2 (Homo sapiens), Q15596;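 active = inhibition above the mean inhibition of all tested compounds plus 3 SD, set per campaign, cut at about 52% in these data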;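 also: 0% = DMSO treated cells and 100% = cells given Gossypol at 36 µM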
# NOD2-RIPK2 inh: NOD2-RIPK2 binding disruptors in cells, primary screen, fluorescence, CHO cells, BLA complementation. Receptor-interacting serine/threonine-protein kinase 2 (Homo sapiens), O43353. CCF4 ratio. 360,000 tested, 0.38% active. inhibition, % at 4.98 µM; in the data active = inhibition above about 21%;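 also: 0% = vehicle only and 100% = reference blocker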
# Target sequence (O43353 whole entry, looked up): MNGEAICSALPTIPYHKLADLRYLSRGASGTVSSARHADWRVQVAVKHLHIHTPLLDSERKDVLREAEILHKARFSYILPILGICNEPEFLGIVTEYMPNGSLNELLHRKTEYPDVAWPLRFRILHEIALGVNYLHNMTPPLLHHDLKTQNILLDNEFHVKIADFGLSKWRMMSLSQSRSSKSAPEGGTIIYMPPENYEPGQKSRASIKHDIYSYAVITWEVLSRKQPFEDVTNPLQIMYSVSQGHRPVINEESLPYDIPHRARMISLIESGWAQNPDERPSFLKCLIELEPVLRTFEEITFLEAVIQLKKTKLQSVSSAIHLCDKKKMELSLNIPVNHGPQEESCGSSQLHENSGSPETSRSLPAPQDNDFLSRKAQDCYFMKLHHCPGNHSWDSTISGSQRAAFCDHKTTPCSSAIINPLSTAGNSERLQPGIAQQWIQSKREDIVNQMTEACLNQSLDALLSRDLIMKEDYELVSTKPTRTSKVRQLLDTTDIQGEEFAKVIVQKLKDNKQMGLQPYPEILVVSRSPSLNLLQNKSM
# N-glyco inh: increase of ERlucT glycosylation luciferase signal, primary screen, N-linked glycosylation inhibitor project, D54 ERlucT cells, luminescence, set 2 | reporter increase, % at 12.5 µM | 360,000 tested, 0.23% active | D54 ERlucT glycosylation luciferase reporter, 24 h; percent of 100 nM tunicamycin response;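 active = mean luciferase reporter signal, scaled so untreated is 0 and the glycosylation-blocking control 100, at or above a set limit in every replicate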;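 also: luciferase carries N-glycosylation sites so blocking glycosylation raises the light; 0% = median of neutral control wells and 100% = median of 100 nM tunicamycin wells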
# ABHD5 PLIN5 PPI: ABHD5-PLIN5 interaction inhibitors, primary screen, cell lysate, split luciferase complementation, luminescence | Perilipin-5 (Homo sapiens) + 1-acylglycerol-3-phosphate O-acyltransferase ABHD5 (Homo … | Split G. princeps luciferase complementation, 4 h | inhibition, % at 4 µM | 360,000 tested, 0.78% active | AID 602281, 2012;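 active = inhibition above the mean inhibition across every tested compound plus 3 SD, cut at about 22% in these data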;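 also: 0% = DMSO only wells and the 100% control is not disclosed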
# Active calls of the source: *; . = not tested or not shown.
SMILES,TLR9-MyD88 inh,HTR2A ag,MC4R antag cAMP,MC4R ag barr,ABCB6 inh 2,H9c2 protect,NCOA2 inhibitor,NOD2-RIPK2 inh,N-glyco inh,ABHD5 PLIN5 PPI
CC[C@@H]1Cc2[nH][nH]c(=O)c2[C@H](c2ccc(Cl)cc2)O1,.,6,.,.,98,.,-3,-16,.,-3
COc1cc(C(=S)N2CCCC2)ccc1OS(=O)(=O)c1ccc(NC(C)=O)cc1,0,1,4,-1.5,97,-13,11,-13,-3,5
O=C(NCc1ccccc1)C(c1ccc(F)cc1)N1CCN(C(=O)C2CCCO2)CC1 (configuration not stated),.,1,.,.,.,.,-11,-3,.,-11
COC(=O)c1ccc(NC(=O)Cn2nc(C(=O)Nc3ccc(C)cc3)ccc2=O)cc1,-1,3,14,-1.1,96,-2,25,-4,1,-1
CNc1snc(C)c1C(=O)OCC(=O)c1ccc(Cl)cc1,-9,-8,-3,-0.1,98,-27,-12,-2,-3,-5
COc1ccc(CN2CC(C(=O)NCCC(C)C)CC2=O)cc1 (configuration not stated),-9,1,-11,-2.5,96,0,6,-5,0,4
Cc1nc(S(=O)(=O)Cc2ccccc2Cl)nc2c1CCC2,-4,4,25,-2.5,99,3,13,-13,0,1
O=C(CN1C(=O)c2ccc([N+](=O)[O-])cc2C1=O)NCC1CCCO1 (configuration not stated),9,7,0,0.7,108,0,2,1,2,2
CC(=O)N(C)c1ccc(NC(=O)c2cnn(C)c2)cc1,5,-1,0,-1.3,104,-3,3,-8,2,2
Cc1cc2c3c(c1)C(C)CC(C)(C)N3C(=O)C2=O (configuration not stated),-2,3,-12,0.9,105,4,1,-2,1,-5
CCn1c(C(C)NC(=O)Cc2ccccc2)nc2ccccc21 (configuration not stated),3,0,8,3.9,95,4,-11,7,2,-1
Cc1ccc(C(C(=O)NCc2ccccc2)N(Cc2ccco2)C(=O)c2snc(C(N)=O)c2N)o1 (configuration not stated),6,2,18,1.9,94,61*,-5,-15,-1,-6
Cc1ccc(S(=O)(=O)N(C)CC(=O)Nc2ccccc2)cc1,-6,-6,6,-1.8,99,5,-7,-9,0,-8
COc1ccc(OC)c(NC(=O)C(Sc2ccccc2)c2ccccc2)c1 (configuration not stated),6,-4,6,1.4,100,-24,-16,-1,-5,2
CSc1ccccc1OCc1cc(C(=O)NCC(C)Oc2cccnc2)no1 (configuration not stated),-10,-2,11,-0.4,114,5,-13,-10,-1,-5
Cc1ccc(NCc2nnc(SCC(=O)N3c4ccccc4Sc4ccccc43)o2)c(C)c1,6,-7,2,0.1,94,-13,5,-5,-5,2
C/C(CC(=O)Nc1cc(C)ccn1)=N\NC(=O)c1ccncc1,1,-3,0,1.5,96,-1,-31,-7,3,-9
COc1cccc(C2=CC(c3cccc(OC)c3OC(F)F)n3nnnc3N2)c1 (configuration not stated),0,9,8,5.0,105,-10,4,4,6,2
COC(=O)c1ccc(CSC2=NC[C@@H]3[C@@H]4C(=O)N(Cc5ccccc5)C(=O)[C@@H]4[C@](Cc4ccccc4)(C(=O)OC)N23)cc1,-12,-1,0,-0.4,97,15,-16,-14,-5,9
COc1cccc(NC(=O)C(Sc2nnc3ccccn23)c2ccccc2)c1 (configuration not stated),-12,-2,-1,-4.2,103,4,22,2,-1,-7
Cc1nn(C(C)CC(=O)O)c(C)c1Br (configuration not stated),4,1,1,-1.5,100,0,5,-3,2,3
CCN(CC(=O)Nc1ccc2c(c1)OCCO2)S(=O)(=O)c1ccccc1,3,-4,-4,-1.4,84,7,7,-6,-1,1
CCOC(=O)c1c(C)n(C)c2cc(OCCN(CC)CC)ccc12,10,7,-2,-0.5,99,0,-1,-8,4,4
CCN(CC)CCNC1=NCCn2c1cc1cc(OC)ccc12,2,-6,-4,1.5,101,12,-28,2,1,-3
CCOC(=O)c1c(C)[nH]c(C(=O)Cn2nnc(-c3ccccc3)n2)c1C,0,-3,2,13*,101,-21,-24,1,2,-4
COc1cc(NC(=O)c2ccccc2OCc2ccccc2)cc(OC)c1OC,6,-1,-4,2.8,98,-2,16,0,28*,3
O=C(CN1C(=O)NC2(CCCCC2)C1=O)Nc1cccc(Cl)c1Cl,0,1,5,0.1,95,2,13,4,2,4
O=[N+]([O-])c1cccc(C2Nc3ccccc3CO2)c1 (configuration not stated),-2,-1,4,-1.8,98,-6,-33,8,-2,-5
CCc1cc2cc(C)ccc2nc1SCC(=O)NNC(=O)c1ccco1,-3,-3,7,0.9,96,-4,-6,6,-1,-6
Cc1ccc(-n2nc3c(c2NC(=O)/C=C\c2ccc4c(c2)OCO4)CSC3)cc1,0,-10,0,0.2,98,20,-4,2,0,-8
O=NN(CCCl)C(=O)NCC1=C[N+](=O)CC=C1,.,1,.,.,99,.,-42,-6,.,2
OC(COc1ccc(Cl)cc1)CN1C2=NCCCN2c2ccccc21 (configuration not stated),-4,-5,1,-0.3,100,11,-4,-3,2,13
Cc1ccc(S(=O)(=O)N2CCOCC2)cc1C(=O)OCC(=O)N1CCc2ccccc2C1,-2,0,14,1.2,105,-15,8,5,0,-1
COP1(=O)C=C[C@H](N(Cc2ccccc2)S(=O)(=O)c2ccccc2[N+](=O)[O-])[C@@H](C)O1 (some centres not stated),-18,2,14,1.1,96,-2,-31,-2,1,-2
COc1ccc(CNC(=O)CCS(=O)(=O)c2ccc3c(c2)NC(=O)C(C)S3)cc1 (configuration not stated),8,0,6,-1.8,100,-1,8,-4,0,0
Cc1cc(C)c(S(=O)(=O)c2cc(F)ccc2C)c(Cl)n1,8,3,0,0.8,109,-4,-9,0,1,-4
COc1ccc2[nH]cc(C(O)CN3CCN(c4ccccc4F)CC3)c2c1 (configuration not stated),-2,-8,1,-0.7,96,-3,2,1,-1,5
CCn1cc(C(=O)NCCCO)c(=O)c2cc(F)c(N3CCN(C)CC3)cc21,-7,-1,9,0.0,100,4,-22,-13,0,-5
COc1ccc(CCNS(=O)(=O)c2cccc([N+](=O)[O-])c2)cc1OC,-6,0,2,-1.5,96,-4,-9,-1,-1,10
CCS(=O)(=O)c1nc2ccccc2n1Cc1ccccc1Cl,-3,6,13,-0.5,99,-12,0,2,-2,0
Cc1ccc2c(c1)N(Cc1cccc(Cl)c1)C(=O)c1cccnc1O2,3,1,39*,2.2,97,24,-16,-1,0,-1
CCc1cc2c(=O)[nH]c(N3CCCC3)nc2s1,-6,4,2,-2.0,99,8,-22,-11,0,4
O=C(c1cccs1)N(CCN1CCCCC1)CC1CCCN(C2CCCC2)C1 (configuration not stated),-13,-8,16,-0.4,109,-2,-22,-4,-2,-13
CC1(C(=O)NNC(=O)c2ccc([N+](=O)[O-])cc2)CC1(Br)Br (configuration not stated),-9,2,2,1.5,97,10,7,-11,0,7
O=C(NC(=S)Nc1cccc2cccnc12)c1ccccc1,2,3,-1,4.9,111,8,-1,-1,4,2
O=C(NC1CCCCC1)C1CCN(c2nnnn2-c2ccccc2)CC1,-1,3,3,-1.4,95,-3,-14,1,0,2
NS(=O)(=O)c1ccc(CCNC(=O)c2ccncc2)cc1,-4,-1,1,2.0,166,6,-19,1,-2,4
CC1=NOC(=O)/C1=C/c1ccc2c(c1)OCO2,1,-1,24,-0.4,102,-8,-11,-3,2,1
O=C(CCC(=O)N1CCSc2ccccc21)NCc1cccc(Cl)c1,-6,-1,14,1.3,98,5,4,-11,1,-10
Cc1oc(-c2ccc(Cl)cc2)nc1CS(=O)CC(=O)NCCCN1CCN(Cc2ccccc2)CC1 (configuration not stated),-5,-8,4,-0.8,96,-9,31,-1,2,-1
COC(=O)c1c(NC(=O)C2CC=CCC2C(=O)O)sc2c1CCCCC2 (configuration not stated),3,3,6,-3.9,97,1,-31,-2,0,-18
CCc1cccc(C)c1NC(=S)N1CCCC1C(=O)O (configuration not stated),-2,0,9,-1.8,104,-2,14,3,0,-1
COc1ccc2oc(C(=O)OCC(=O)NCc3ccccc3OC)c(C)c2c1,-8,6,11,21*,115,-11,15,3,1,1
CC(C)C(c1nnnn1C1CCCC1)N1CCCc2ccccc21 (configuration not stated),2,-6,3,0.4,102,3,16,-1,-4,-3
Cc1csc2c(C#N)c(=O)c3c(n12)CCC3,0,-4,6,6.0,94,0,4,4,-1,-1
Cc1ccc(NC(=O)CSc2nc3ccccc3c(=O)n2CCCN2CCCCC2)cc1C,-7,16*,5,-1.1,101,-6,-37,4,-13,10
CC1=C(C#N)C(C)(C)C(C#N)=C(C)N1,-1,-2,-2,-1.6,97,0,19,-8,3,-2
CCCN1CCc2c(sc3nc(SCC)n(-c4ccc(OC)cc4)c(=O)c23)C1,6,3,3,-1.6,92,-10,.,4,-2,-3
COc1ccc(N(C)C(=O)CCC(=O)Nc2ccc3nc(N4CCOCC4)cc(C)c3c2)c(OC)c1,0,-3,-6,-1.3,90,41,-22,-2,2,9
Cc1c(NC(=O)C(C)N(c2ccccc2)S(C)(=O)=O)c(=O)n(-c2ccccc2)n1C (configuration not stated),2,2,0,-1.4,101,7,-54,8,-1,-1
O=S(Cc1ccc(Cl)cc1)c1ccccc1 (configuration not stated),7,4,1,0.6,92,0,0,-10,3,2
CC(=O)Nc1ccc(S(=O)(=O)c2ccc(C)cc2)cc1,0,1,14,-1.0,95,-1,-22,-3,-2,1

# Complete entries, quoted from the list. Screens in order: TLR9-MyD88 inh | HTR2A ag | MC4R antag cAMP | MC4R ag barr | ABCB6 inh 2 | H9c2 protect | NCOA2 inhibitor | NOD2-RIPK2 inh | N-glyco inh | ABHD5 PLIN5 PPI
# Cc1csc2c(C#N)c(=O)c3c(n12)CCC3 is listed as 0 | -4 | 6 | 6.0 | 94 | 0 | 4 | 4 | -1 | -1
# NS(=O)(=O)c1ccc(CCNC(=O)c2ccncc2)cc1 is listed as -4 | -1 | 1 | 2.0 | 166 | 6 | -19 | 1 | -2 | 4
# COC(=O)c1c(NC(=O)C2CC=CCC2C(=O)O)sc2c1CCCCC2 (configuration not stated) is listed as 3 | 3 | 6 | -3.9 | 97 | 1 | -31 | -2 | 0 | -18

# Only part of the results is shown. The share of hits here may be higher or lower than overall.
